PLAP inhibition: PLAP enzyme inhibitors, biochemical, luminescence, HTS (AID 690); purified PLAP, luminescent substrate; higher % means a stronger effect; inhibition, % at 20 µM; hits with a dose series show IC50 in µM; hit rate 0.08% among 96,000; in the data active = a potency from the dose series; inactive = the rest, 99 in 100 with inhibition below about 30%; also: strong numbers were not always called active
MRP resist rev: reverses drug resistance mediated by MRP; hit rate 0.04% among 85,000; differential viability (reversal), % at 10 µM; H69AR cells + 2 uM doxorubicin, CellTiter-Glo, 72 h; AID 602;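 active = viability drop by adding the cancer drug above about 55%, with treated viability meeting a 40% cutoff, limit read from the data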;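 also: viability without doxorubicin minus viability with 2 µM doxorubicin for each compound; larger differential means the compound sensitizes cells more to doxorubicin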
IL1B NFkB pot: enhances IL-1B driven NFkB nuclear translocation; HUVEC IL-1B NFkB p65 nuclear translocation imaging; activation, % at 2 µM; hit rate 0.3% among 94,000; AID 819;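 active = activation above 40%, about the mean plus 3 SD, also judged a hit on visual image review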;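 also: percent activation is computed from the nuclear over cytoplasmic p65 intensity ratio; values of inactives mirror those of a sister screen read the other way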
IL1B NFkB inh: blocks IL-1B driven NFkB nuclear translocation in HUVEC cells | hit rate 0.43% among 94,000 | HUVEC IL-1B NFkB p65 nuclear translocation imaging | inhibition, % at 2 µM;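 active = inhibition above about 30% together with a positive call from visual inspection of the well image, limit read from the data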;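 also: nuclear over cytoplasmic p65 intensity ratio measured by imaging; 0% = IL-1B stimulated DMSO wells and 100% = unstimulated DMSO wells; values of inactives mirror those of a sister screen read the other way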
Bcl-B TR3 displacers: displacers of TR3 peptide from Bcl-B, primary screen, selectivity assay for Bfl-1 inhibitor project, biochemical, fluorescence polarization | FP displacement of FITC-TR3 peptide from Bcl-B; higher % means a stronger effect | displacement, % at 20 µM; hits with a dose series show IC50 in µM | hit rate 0.11% among 96,000 | AID 748;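 active = displacement above 50% at 20 µM plus a fluorescence interference ratio under 1.5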;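 also: plate controls were wells without compound for no effect and wells lacking Bcl-B protein for full effect; a part of the inactive calls stands beside numbers as strong as those of hits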
MRP resist rev cytotoxicity: also measured in MRP resist rev; calls as there; viability, %; H69AR cells, CellTiter-Glo, 72 h; measured here: cytotoxicity without doxorubicin
MRP resist rev with doxorubicin: second read-out of MRP resist rev, no call of its own (marks repeat the call); viability, %; measured here: viability with 2 uM doxorubicin; active compounds read low
IL1B NFkB inh cell count 2 µM: also measured in IL1B NFkB inh; calls as there; cell count; measured here: cells passing quality filter;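 raw number of nuclei counted in each imaged well without normalization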
IL1B NFkB pot cell count 2 µM: further read-out of IL1B NFkB pot, marked with its call; cell count; measured here: cells passing quality filter
* = called active by the depositor; . = no result given. Not all compounds are listed; the hit share may differ from the screen's.

SMILES | PLAP inhibition | MRP resist rev | MRP resist rev cytotoxicity | MRP resist rev with doxorubicin | IL1B NFkB pot | IL1B NFkB pot cell count 2 µM | IL1B NFkB inh | IL1B NFkB inh cell count 2 µM | Bcl-B TR3 displacers
CC(C)(O)/C=C1/Oc2ccccc2C1N1CCCCC1 (configuration not stated) | -46.0% | 17.1 | 104.8 | 87.7 | -4.0 | 161 | 4.0 | 161 | 1.8%
COc1ccc(NC2C=CS(=O)(=O)C2)cc1 (configuration not stated) | -1.3% | -11.8 | 88.0 | 99.8 | 22.9 | 108 | -22.9 | 108 | -13.1%
Cc1ccc(Cl)c(OCC(=O)Nc2ccc3c(c2)OCCO3)c1 | -8.9% | . | . | . | -7.7 | 101 | 7.7 | 101 | 1.3%
Cc1c(C)[n+](=O)c2c(n1[O-])CCCCC2 | 8.1% | 1.5 | 94.1 | 92.6 | -4.9 | 136 | 4.9 | 136 | 0.1%
Cc1nc2scc(-c3cccs3)c2c(=O)o1 | 10.3% | -20.8 | 57.6 | 78.3 | -6.4 | 136 | 6.4 | 136 | -1.8%
O=C(CC(C(=O)O)C1CCCO1)NCCc1ccc2c(c1)OCO2 (configuration not stated) | -8.5% | -4.9 | 102.6 | 107.5 | 3.6 | 183 | -3.6 | 183 | 0.7%
CCCOC(=O)/C(C)=N\NC(=O)c1ccco1 | -42.7% | -6.9 | 99.3 | 106.3 | 7.0 | 162 | -7.0 | 162 | 1.3%
COc1ccc(CNC(=O)NC2CCCCC2)cc1 | 12.1% | 24.3 | 97.2 | 72.9 | 9.6 | 111 | -9.6 | 111 | 17.2%
COc1ccc(C2=NCN(c3ccc(C)cc3)C(=S)N2)cc1 | 12.5% | -5.2 | 67.9 | 73.1 | 21.4 | 157 | -21.4 | 157 | 3.1%
CCOc1ccc(C(=O)NCC(=O)OC(C)C(=O)NCc2ccco2)cc1OCC (configuration not stated) | -44.2% | 11.8 | 88.2 | 76.4 | 8.1 | 140 | -8.1 | 140 | -17.0%
CCc1ccc(C(=O)COC(=O)c2cccs2)cc1 | 12.7% | 0.3 | 82.3 | 82.0 | 11.0 | 147 | -11.0 | 147 | -0.3%
CCCCN(C)C(=O)CCCc1c[nH]c2ccccc12 | . | 2.9 | 90.0 | 87.1 | -10.2 | 146 | 10.2 | 146 | .
N=c1c(C(=O)NCc2ccccc2)cc2c(=O)n3ccccc3nc2n1Cc1ccco1 | 7.3% | -20.4 | 39.0 | 59.4 | -3.7 | 145 | 3.7 | 145 | 16.4%
Cc1ccc(-n2ncc3c(=O)n(CC(=O)N4CCCCCC4)cnc32)cc1 | 0.8% | -7.8 | 84.3 | 92.2 | 5.4 | 99 | -5.4 | 99 | -24.3%
Cc1cc(NS(=O)(=O)c2ccc(Nc3nc(-c4sc(C)nc4C)cs3)cc2)no1 | -3.7% | . | . | . | 26.7 | 155 | -26.7 | 155 | 5.9%
CCOC(=O)Cc1nnc(NC(=O)c2ncn[nH]2)s1 | -79.0% | -20.8 | 94.0 | 114.8 | 6.2 | 103 | -6.2 | 103 | -7.7%
Cn1nnc2cc(C(=O)NCCC3=CCCCC3)ccc21 | -2.2% | 10.4 | 98.8 | 88.4 | 3.4 | 64 | -3.4 | 64 | 1.3%
CCOc1ccc(N=Nc2c(=O)[nH]n3c(=O)cc(C)[nH]c23)cc1 | -46.8% | . | . | . | -0.5 | 148 | 0.5 | 148 | -18.8%
CCCNC(=O)c1c[nH]c2ccc(S(=O)(=O)N(C)c3ccc(OCC)cc3)cc2c1=O | -45.1% | 22.9 | 78.4 | 55.5 | 12.3 | 128 | -12.3 | 128 | -2.9%
CCCN(CCC)CCCNC(=O)CC1Nc2ccccc2NC1=O (configuration not stated) | -12.0% | 1.3 | 98.0 | 96.7 | -12.9 | 124 | 12.9 | 124 | -5.3%

At a glance, part of the list above.
SMILES | PLAP inhibition | MRP resist rev | MRP resist rev cytotoxicity | MRP resist rev with doxorubicin | IL1B NFkB pot | IL1B NFkB pot cell count 2 µM | IL1B NFkB inh | IL1B NFkB inh cell count 2 µM | Bcl-B TR3 displacers
CCCOC(=O)/C(C)=N\NC(=O)c1ccco1 | -42.7% | -6.9 | 99.3 | 106.3 | 7.0 | 162 | -7.0 | 162 | 1.3%
COc1ccc(CNC(=O)NC2CCCCC2)cc1 | 12.1% | 24.3 | 97.2 | 72.9 | 9.6 | 111 | -9.6 | 111 | 17.2%
COc1ccc(C2=NCN(c3ccc(C)cc3)C(=S)N2)cc1 | 12.5% | -5.2 | 67.9 | 73.1 | 21.4 | 157 | -21.4 | 157 | 3.1%

Back to the main list, starting 2 compounds before the break.
SMILES | PLAP inhibition | MRP resist rev | MRP resist rev cytotoxicity | MRP resist rev with doxorubicin | IL1B NFkB pot | IL1B NFkB pot cell count 2 µM | IL1B NFkB inh | IL1B NFkB inh cell count 2 µM | Bcl-B TR3 displacers
CCCNC(=O)c1c[nH]c2ccc(S(=O)(=O)N(C)c3ccc(OCC)cc3)cc2c1=O | -45.1% | 22.9 | 78.4 | 55.5 | 12.3 | 128 | -12.3 | 128 | -2.9%
CCCN(CCC)CCCNC(=O)CC1Nc2ccccc2NC1=O (configuration not stated) | -12.0% | 1.3 | 98.0 | 96.7 | -12.9 | 124 | 12.9 | 124 | -5.3%
CC(C)CC(=O)Nc1nnn(C)n1 | -10.1% | . | . | . | -0.9 | 108 | 0.9 | 108 | 5.7%
COc1ccccc1N/C(N)=N/c1nc(CSc2ccc(C)cc2)cc(=O)[nH]1 | -76.4% | 14.3 | 22.9 | 8.6 | 2.5 | 148 | -2.5 | 148 | -0.5%
O=C(NCCS(=O)CCNC(=O)C(F)(F)F)C(F)(F)F | 6.6% | -9.8 | 91.0 | 100.9 | 11.9 | 105 | -11.9 | 105 | -14.7%
O=C1CC(c2ccc(S(=O)(=O)NCc3ccncc3)cc2)CN1 (configuration not stated) | 4.1% | 8.2 | 104.1 | 95.8 | 23.0 | 168 | -23.0 | 168 | 9.7%
O=C(NCC(c1cccnc1)N1CCN(c2ccccc2F)CC1)C1CCCCC1 (configuration not stated) | -51.3% | -1.2 | 84.4 | 85.5 | -6.6 | 129 | 6.6 | 129 | 3.6%
CCCc1cc(C(=O)NNC(=S)NCc2ccccc2)cs1 | 14.5% | . | . | . | -9.6 | 180 | 9.6 | 180 | -10.2%
Cc1ccc(N2C(=O)CC(C3CCCO3)C2=O)cc1 (configuration not stated) | 11.6% | 2.0 | 104.5 | 102.5 | 12.4 | 175 | -12.4 | 175 | -5.1%
CCC(CC)C(=O)N1c2ccc(F)cc2CCC1C (configuration not stated) | -46.0% | 9.0 | 105.9 | 96.9 | 6.4 | 196 | -6.4 | 196 | 0.4%
COc1ccc(OCCCC(=O)NC(C)c2ccccc2)cc1 (configuration not stated) | 4.9% | 6.6 | 98.7 | 92.1 | -1.8 | 101 | 1.8 | 101 | 3.5%
COc1ccc(C2=NOC(C(=O)N3CCN(c4ccccc4OC)CC3)C2)cc1 (configuration not stated) | -13.7% | -6.6 | 89.8 | 96.4 | 3.9 | 139 | -3.9 | 139 | 3.9%
Cc1nc2nc(C)c(CCC(=O)N3CCN(c4ccccn4)CC3)c(C)n2n1 | 5.6% | -11.0 | 65.6 | 76.6 | 1.2 | 131 | -1.2 | 131 | -5.6%
CC(C)(C)c1nnc2sc(SCC(=O)c3cccs3)nn2c1=O | -33.4% | -10.5 | 14.4 | 24.9 | . | . | . | . | -0.5%
COc1cc(OC)cc(C(=O)Nn2cc(C(=O)N3CCN(C)CC3)c3ccccc3c2=O)c1 | 10.7% | 7.5 | 96.7 | 89.2 | -0.3 | 101 | 0.3 | 101 | 0.5%
Cc1cc(C(=O)NCc2cccs2)n(-c2ccccc2)n1 | -4.2% | 3.9 | 91.4 | 87.5 | 2.0 | 171 | -2.0 | 171 | 1.1%
O=C(CNC(=O)c1ccco1)NCC(=O)OCc1cccc(Cl)c1 | 4.6% | -17.7 | 78.0 | 95.8 | -13.5 | 128 | 13.5 | 128 | -13.0%
CCOC(=O)N1CCN(C(=O)CSc2nnc(-c3ccc(C)c(C)c3)o2)CC1 | -42.2% | -11.6 | 60.8 | 72.4 | -5.0 | 151 | 5.0 | 151 | -0.4%
CCOc1ccccc1C(=O)Nc1ccc(S(=O)(=O)N2CCOCC2)cc1 | -60.6% | 16.6 | 98.8 | 82.1 | -7.5 | 109 | 7.5 | 109 | 0.4%
COc1ccc(-c2c(NC(C)=O)n(C)c3ccccc3c2=O)cc1 | 5.1% | -7.0 | 88.8 | 95.8 | 24.1 | 155 | -24.1 | 155 | -4.2%
O=C1NCC(O)=C1C=NCCCO | 12.1% | 2.3 | 95.2 | 93.0 | . | . | . | . | -5.3%
CCCCCn1c(=O)[nH]c2cc(C(=O)NCCCN(CC)CC)ccc2c1=O | 1.3% | -11.0 | 60.8 | 71.8 | 5.7 | 125 | -5.7 | 125 | -11.8%
O=C(COC(=O)CCN1C(=O)c2ccccc2C1=O)Nc1ccc(S(=O)(=O)N2CCCC2)cc1 | -1.2% | 10.0 | 102.0 | 92.1 | 5.8 | 108 | -5.8 | 108 | 6.8%
CCOc1ccc(C(=S)NC2CCCCC2)cc1 | 30.6% | . | . | . | -7.6 | 132 | -2.8 | 165 | -4.4%
CCn1c(=O)cc(O)c2ccccc21 | -10.0% | 2.9 | 83.1 | 80.2 | -11.0 | 99 | 11.0 | 99 | 18.1%
CN(C(=O)CSc1nnc(-c2ccncc2)n1C)C1CCS(=O)(=O)C1 (configuration not stated) | 22.4% | 13.4 | 104.7 | 91.4 | 9.4 | 190 | -9.4 | 190 | 1.3%
O=C(O)CCn1c(SCc2cccc3ccccc23)nc2ccccc21 | -75.1% | 12.6 | 96.6 | 84.0 | 0.0 | 210 | 0.0 | 210 | 3.7%
NS(=O)(=O)c1ccc(NC(=O)CSc2ccc3ccccc3n2)cc1 | 16.3% | 22.7 | 94.8 | 72.0 | -4.8 | 165 | 4.8 | 165 | -3.2%
COc1cc(CN2CCC(C(=O)N3CCC(C)CC3)CC2)cc(Br)c1O | -57.2% | 20.6 | 90.3 | 69.8 | 1.3 | 180 | -1.3 | 180 | 3.7%
COc1ccc2c3c(cccc13)NN=C2C | . | -4.1 | 26.0 | 30.1 | -30.4 | 34 | 30.4* | 34* | .
COc1cc(C(=S)N2CCOCC2)cc(OC)c1OC(=O)c1cc([N+](=O)[O-])cc([N+](=O)[O-])c1 | -7.3% | . | . | . | -2.4 | 109 | 2.4 | 109 | -0.2%
CCOC(=O)CSC1=C(C#N)C(c2ccc(C)s2)CC(=O)N1 (configuration not stated) | 11.3% | -22.1 | 35.3 | 57.4 | 6.0 | 112 | -6.0 | 112 | -14.1%
COc1ccccc1N1CCN(C(=O)C2CCCO2)CC1 (configuration not stated) | -12.7% | -5.6 | 101.0 | 106.6 | 5.5 | 139 | -5.5 | 139 | -5.2%
O=C(CCCNS(=O)(=O)c1ccccc1)NCc1ccco1 | 13.5% | -0.8 | 87.4 | 88.2 | . | . | . | . | -6.1%
Cc1nnsc1NC(=O)OCCCl | 6.7% | -3.2 | 93.8 | 97.0 | -2.5 | 163 | 2.5 | 163 | 1.1%
Cc1ccc(/C=C2\OC(=O)c3ccccc32)cc1 | 9.1% | . | . | . | 9.1 | 119 | -9.1 | 119 | 2.7%
Cc1ccnc2nc(C(=O)OCCOc3cccc(Br)c3)nn12 | -2.3% | -10.9 | 89.1 | 100.0 | 11.2 | 144 | -11.2 | 144 | -5.7%
COC(=O)c1ccc(NC(=O)CCNS(=O)(=O)c2cccc3nonc23)cc1 | 5.5% | 6.2 | 78.7 | 72.5 | . | . | . | . | 0.5%
CCOC(=O)C(CCCOc1ccccc1)C(=O)OCC | 8.0% | 10.2 | 104.6 | 94.4 | 6.9 | 171 | -6.9 | 171 | -9.0%
COc1ccc(N2C(=O)CC(NCc3ccc(F)cc3)C2=O)cc1 (configuration not stated) | . | 31.7 | 91.1 | 59.4 | 5.4 | 103 | -5.4 | 103 | .
Cc1ccc(S(=O)(=O)C(C#N)c2nc3ccccc3nc2N2CCN(C)CC2)cc1C (configuration not stated) | -70.0% | 18.7 | 102.4 | 83.7 | 21.1 | 197 | -21.1 | 197 | 7.4%
CCOC(=O)c1cnn2c1[nH]c(=O)c1ccccc12 | 8.2% | 6.8 | 101.0 | 94.1 | -0.3 | 118 | 0.3 | 118 | -4.7%
